# Assay outcomes from PubChem.
# DENV2 CPE rescue: DENV2-induced cell death inhibition; DENV2-infected cells, cytopathic effect rescue, plate reader; CPE inhibition, % at 9.99 µM; 350,000 compounds, 1.7% hits; AID 651640; in the data active = CPE inhibition above about 20%, passing the limit was not always enough; inconclusive = no clear call, values can overlap the other calls; tested in BHK-21 cells;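 also: 0% = median of neutral control wells and 100% = median of positive control wells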
# F508del corr: CFTR F508del correction in bronchial cells; activity (quench increase), % at 7.58 µM; CFBE cells, YFP halide quenching; stimulated with forskolin plus potentiator P3; % fluorescence drop versus neutral controls; 350,000 compounds, 0.36% hits;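 active = mean added fluorescence quench of at least 8% versus neutral control, with both replicates also reaching 8%; inconclusive = only one of the mean or replicate conditions met; inactive = mean below 8% and not both replicates reaching 8%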;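 also: cells transiently co-express mutant CFTR-F508del with the halide-sensitive YFP; corrector assay measuring rescue of mutant channel to the surface after 24 h compound exposure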
# XiGFP reactiv: activators of X-chromosome reactivation in mouse fibroblasts; 360,000 compounds, 0.055% hits; XiGFP mouse fibroblasts, % GFP-positive cells imaging, 3 d; cells co-treated with 5-aza-dC sensitizer; scaled so ellipticine positive control = 100%; activation, % at 7.58 µM;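 active = mean normalized replicate activation at least 10% and every replicate at or above 10%; inconclusive = only one of the two criteria met; inactive = mean below 10% and not all replicates reach 10%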;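 also: 0% = median of on-plate neutral control wells and 100% = ellipticine 6 µM median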
#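 System: XiGFP fibroblasts, SV40-immortalized. Medium: DMEM plus 5-aza-dC sensitizer. Doses: single point. Timing: 3 d treatment, 15 min room-temperature fixation. Control set: ellipticine 6 µM.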
# GSIS activator: primary screen for activators of insulin secretion dependent on glucose, INS-1E cells, GLuc reporter luminescence; INS-1E GLuc reporter insulin secretion, 2-3 h; activation, % at 16.6 µM; 370,000 compounds, 0.61% hits;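 active = lowest replicate activation of at least 40%, so every replicate reaches that level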;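 also: 0% = median of neutral control wells and 100% = median of IBMX positive control wells; some compounds called inactive have numbers as strong as hits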
# ARNT TACC3 PPI: ARNT/TACC3 interaction disruption | Q9Y6A5 | AID 623870 | inhibition, % at 9.99 µM | 390,000 compounds, 0.66% hits | AlphaScreen His-ARNT PAS-B/GST-TACC3 binding, luminescence; TACC3 fragment carries E629A point mutation;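 active = mean inhibition of replicates at least 50% and at least half of replicates each reaching 50%; inconclusive = half or more replicates reach 50% but mean below 50%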;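 also: 0% = complete ARNT plus TACC3 wells and 100% = ARNT alone without TACC3; many hits fall short of the cut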
# ERp5 block: inhibitors of human ERp5; inhibition, % at 9.99 µM; AID 651711; 350,000 compounds, 0.05% hits; ERp5 insulin aggregation, absorbance 650 nm, 90 min; Q15084;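 active = mean replicate inhibition above about 25%, with every replicate also reaching it, limit read from the data, passing the limit was not always enough; inconclusive = only one of those two criteria met; inactive = neither criterion met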
# Target sequence (Q15084 whole entry, looked up): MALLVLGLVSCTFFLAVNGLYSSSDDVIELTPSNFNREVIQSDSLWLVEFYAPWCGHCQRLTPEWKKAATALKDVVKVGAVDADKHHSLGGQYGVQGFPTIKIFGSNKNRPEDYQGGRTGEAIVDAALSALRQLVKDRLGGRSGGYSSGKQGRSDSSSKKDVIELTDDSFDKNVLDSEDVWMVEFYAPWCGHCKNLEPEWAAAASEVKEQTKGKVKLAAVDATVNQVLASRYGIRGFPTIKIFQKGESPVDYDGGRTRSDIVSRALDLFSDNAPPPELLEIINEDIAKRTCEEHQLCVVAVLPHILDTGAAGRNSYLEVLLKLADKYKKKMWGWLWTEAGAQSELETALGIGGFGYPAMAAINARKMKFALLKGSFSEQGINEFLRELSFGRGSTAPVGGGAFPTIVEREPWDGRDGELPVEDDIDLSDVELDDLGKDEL
# PAX8 reporter: PAX8 transcriptional activity inhibition | RMG-I TPO-luciferase reporter, SteadyGlo, 24 h | inhibition, % at 12.6 µM | 360,000 compounds, 1.2% hits;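 active = mean replicate inhibition at least 60% with every replicate also reaching 60%; inconclusive = only one of the two criteria is met; inactive = mean below 60% and not all replicates reaching 60%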;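 also: luciferase light reporting Pax8 driven TPO promoter activity; plate controls were median of neutral control wells for no effect and mitoxantrone controls for full effect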
# EWS-Fli block: blocks EWS/Fli oncoprotein-driven transcription; A673 NR0B1-luciferase reporter, viability-normalised; inhibition, % at 12.6 µM; 350,000 compounds, 0.67% hits;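 active = mean inhibition of at least 50% after viability correction, with every replicate also passing that limit; inconclusive = mean reaches 50% but only one of two replicates passes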;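 also: firefly luciferase signal divided by Alamar Blue viability fluorescence both relative to DMSO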
# An asterisk follows results filed as active; ? = inconclusive; . = no result given; & = joins results of further samples.
Molecule,DENV2 CPE rescue,F508del corr,XiGFP reactiv,GSIS activator,ARNT TACC3 PPI,ERp5 block,PAX8 reporter,EWS-Fli block
CCCC#Cc1ccc([C@@H]2[C@H]3CN(C(=O)NC4CCCC4)CCCCN3[C@H]2CO)cc1,-31,3.9,0.1,-19,-15,8,36,19
CCCCNc1nnc(SCC(=O)c2c(N)n(C3CC3)c(=O)[nH]c2=O)s1,4,1.3,0.0,0,-8,5,2,0
CCCC#Cc1ccc2c(c1)O[C@@H](CN(C)C(=O)c1cnccn1)[C@H](C)CN([C@H](C)CO)S2(=O)=O,1,3.1,0.2,-24,5,4,.,-9
C[C@H]1CCCCO[C@H](CN(C)Cc2ccccc2)[C@@H](C)CN([C@@H](C)CO)C(=O)c2cc(NS(=O)(=O)c3ccc(Cl)cc3)ccc2O1,-9,4.4,-0.1,-25,1,1,40,5
O=C(CCC(=O)Nc1ccc(F)cc1)N/N=C/c1ccccc1,-10,2.1,0.3,-19,-7,1,-34,-4
CCOc1ccc2nc(NC(=O)c3c([N+](=O)[O-])cnn3CC)sc2c1,.,.,-0.1,-8,-3,.,8,.
CCNC(=O)CC1C(=O)N(CC)C(=S)N1NC(=O)c1cccnc1 (configuration not stated),4,1.6,0.0,.,-4,-3,-11,5
CC(C)NC(=O)N(C)C[C@@H]1Oc2ncc(C#Cc3ccncc3)cc2C(=O)N([C@H](C)CO)C[C@H]1C,-6,-0.6,0.5,0,10,4,.,-17
O=C(CNc1cccc(S(=O)(=O)N2CCCCCC2)c1)Nc1cccc([N+](=O)[O-])c1,-1,-3.3,0.3,.,50*,6,22,15
CCN(CC(=O)Nc1ccc(NC(C)=O)cc1)C(=O)c1c(C)nn(-c2ccc(F)cc2)c1Cl,-6,0.1,0.0,-11,-2,-11,19,-5
Cc1cccc(C(=O)NNC(=O)C2CCCCC2)c1O,0,2.7,0.2,-3,.,-1,-4,-8
CN(C)CC(=O)Nc1ccc2c(c1)[C@H]1C[C@H](CC(=O)N3CCOCC3)O[C@@H](CO)[C@H]1O2,19,2.7,-0.1,0,-6,.,-1,-9
S=c1[nH]nc(Nc2cccc(Cl)c2)s1,-1,2.1,0.0,17,-4,2,12,-18
CC(C)CC#Cc1ccc2c(c1)O[C@@H](CN(C)C(=O)c1cccc(F)c1)[C@@H](C)CN([C@H](C)CO)S2(=O)=O,-1,3.0,0.1,-2,0,-8,.,11
CCN(CC)CC(=O)N1c2ccccc2CCc2ccc(NC(=O)c3cc(OC)c(OC)c(OC)c3)cc21,-11,0.6,0.1,-11,.,5,11,9
COc1ccccc1NC(=O)Nc1nc(C(N)C2CCCCC2)cs1 (configuration not stated),8,-0.6,-0.1,.,.,-6,-1,7
CS(=O)(=O)c1ncc(CO)n1Cc1ccccc1,2,1.3,-0.1,-2,0,-4,-6,5
CCn1cnc2sc(C(=O)N3CCN(Cc4ccc5c(c4)OCO5)CC3)c(C)c2c1=O,0,1.7,.,5,.,3,.,-10
COc1cc(C(c2sc3nc(C)nn3c2O)N2CCN(c3ccccc3)CC2)cc(OC)c1OC (configuration not stated),2,8.5*,0.0,.,0,-3,-2,-4
O=C(Nc1nc2ccccc2s1)NC1CCCCC1,-6,-1.5,0.0,3,-5,0,-104,-63
CC(=O)c1ccc(OCC(O)CN2CCN(c3ccccn3)CC2)cc1 (configuration not stated),-3,0.4,-0.1,-3,.,16,5,0
CCOC(=O)c1c(NC(=O)CSc2nnc(-c3c[nH]c4ccccc34)n2CCOC)sc2c1CCCCC2,8,-3.3,-0.2,2,1,-2,43,7
COc1ccc(S(=O)(=O)N2CCN(c3cc(-c4ccccc4)nc4ncnn34)CC2)cc1,6,-4.4,.,4,13,-1,.,11
CCCNC(=O)Cc1c(C)n(C(=O)c2ccc(Cl)cc2)c2ccc(OC)cc12,0,1.4,0.1,-14,-2,-3,6,0
Cc1coc2c1c(C)cc1oc(=O)c(CC(=O)NCC(=O)NCC(=O)O)c(C)c12,-2,-1.4,0.2,17,16,-2,-29,-4
CC(=O)c1ccc(NC(=O)COc2ccccc2C(=O)Nc2ccccc2)cc1,11,4.8,0.0,2,-13,-1,-18,.
O=C(C1CC(c2ccccc2O)=NO1)N1CCCCC1 (configuration not stated),18,2.0,.,16,1,-2,.,-66
O=C(NCC1CCCO1)c1ccc(S(=O)(=O)Nc2ccc(F)cc2)cc1 (configuration not stated),13,0.8,0.0,-21,-2,8,5,8
N#C/C(=C/c1ccc(-c2ccc(S(N)(=O)=O)cc2)o1)C(=O)Nc1ccccc1,.,.,0.0,116*,-4,.,12,.
C[C@@H]1CN([C@H](C)CO)C(=O)Cc2cc(NS(C)(=O)=O)ccc2O[C@H]1CN(C)Cc1ccc2c(c1)OCO2,11,0.0,-1.1,26,-2,3,3,0
CC(C)CC(=O)N1CCN(C(=O)c2ccc(-c3ccccc3)cc2)CC1,-6,-6.6,0.0,1,7,2,-37,6
COc1cccc2c(O)cc(=O)n(C)c12,0,-1.2,0.0,6,-7,-8,-17,2
CC(=O)c1cccc(N(C(=O)c2ccco2)C(C(=O)NC2CCCC2)c2ccccc2F)c1 (configuration not stated),-3,-0.2,0.1,-22,2,7,6,-5
O=C(COC(=O)c1ccccc1NCCO)Nc1ccc(S(=O)(=O)NC2=NCCCCC2)cc1,?,-1.5,-0.1,8,.,3,-24,2
O=C(CC(O)CCc1ccccc1)c1ccc(O)cc1 (configuration not stated),-10,-1.0,.,2,-3,-7,.,-23
CNC(=O)C[C@H]1CC[C@@H]2[C@H](COc3ccc(NC(=O)Nc4cccc(F)c4)cc3C(=O)N2C)O1,-3,0.0,0.0,-6,-4,.,-9,-9
CCCN(C)C[C@@H]1Oc2ncc(C#CCN(C)C)cc2C(=O)N([C@H](C)CO)C[C@@H]1C,6&2,2.1&-2.0,0.2,12,-5&-4,-6&4,.,-10&9
COc1cc(OC)c(-c2sc(Nc3ccccc3)n[n+]2-c2ccc(F)cc2)cc1OC,-1,-1.2,0.0,.,-1,2,-12,2
Cc1cc(N2CCN(C3CCCC3)CC2)n2c(nc3ccccc32)c1C#N,.,.,0.2,22,-1,.,8,.
C/C(=N\OC(=O)c1ccc(C)cc1)c1c(C)nc2cc(C)ccn12,16,1.8,0.1,14,-2,0,-2,0
Cc1ccccc1S(=O)(=O)N1[C@@H](c2ccc(Cl)cc2)C(C(=O)O)=CC[C@H]1c1ccc(Cl)cc1,-5,3.1,0.0,-14,10,-8,-14,2
CCCc1nc2c3ccccc3ccn2c1Cc1cccc(Cl)c1,-8,-1.1,.,11,.,4,-23,-56
CCNC(=O)C1CCCN(C(=O)c2ccc(OC)cc2OC)CC1 (configuration not stated),-6,-1.3,0.0,10,.,0,7,-1
CN(C(=O)c1ccc(NC(=O)Cc2ccc(NC(=O)C3CCN(C(=O)C4CCCCC4)CC3)cc2)cc1)C1CC1,-16,1.6,0.0,-4,-2,1,-9,-8
C[C@@H]1CN([C@H](C)CO)C(=O)c2cc(NC(=O)CCCCCC(=O)Nc3ccccc3N)ccc2O[C@H]1CN(C)S(=O)(=O)c1cccs1,5,-0.4,0.2,5,.,5,13,-2
O=C(CCC(=O)Nc1ccccc1Cl)NNS(=O)(=O)c1ccc(Cl)cc1,-3,-0.9,0.2,3,-3,-2,11,-1
CCOc1ccc(NC(=O)CSc2nc(=O)n(Cc3cccnc3)c3c2CCC3)cc1,-8,0.5,0.0,1,-6,-4,2,10
C[C@@H]1CN([C@H](C)CO)S(=O)(=O)c2ccc(C#Cc3ccccn3)cc2O[C@H]1CN(C)C(=O)C1CC1,-8,7.3,-0.2,20,21,-3,.,8
COc1ccc(NC(=O)Nc2cccc3c2O[C@@H](CN(C)Cc2ccc(Cl)c(Cl)c2)[C@H](C)CN([C@H](C)CO)C3=O)cc1,.,0.7,-0.3,-18,.,.,.,1
CCN1[C@@H]2c3ccc(-c4ccc(OC)cc4)c(=O)n3C[C@@H]2[C@@H](CO)[C@@H]1C(=O)NCCN1CCCCC1,-15,.,0.3,6,3,-1,.,-4

# The listing continues:
Molecule,DENV2 CPE rescue,F508del corr,XiGFP reactiv,GSIS activator,ARNT TACC3 PPI,ERp5 block,PAX8 reporter,EWS-Fli block
O=C(CSc1nc2c([nH]c3ccccc32)c(=O)n1-c1ccccc1F)NCC1CCCO1 (configuration not stated),6,6.4,0.1,-6,19,3,29,.
Cc1ccccc1OCCn1ccnc1,3,2.0,0.0,4,-10,1,-31,0
CCC(=O)N1CCC2(CC1)CN(Cc1cc(F)ccc1F)[C@@H](CO)c1[nH]c3cc(OC)ccc3c12,-3,1.9,0.1,-4,.,3,-5,8
CCOc1ccc(N(CC(=O)NC2CCCCC2)S(=O)(=O)c2ccc(C)cc2)cc1,-2,1.1,0.0,9,-12,-5,-6,4
CNCC[C@H](Oc1cccc2ccccc12)c1cccs1,-3,0.0,-0.1,.,1,4,16,6
CC(=O)N1CC(=O)N2[C@H](C1)[C@@H](c1ccc(C#CC(C)C)cc1)[C@@H]2CO,-2,0.7,0.6,18,.,0,14,-10
Cc1ccc(C(=O)Cn2cccn2)cc1,4,-2.1,0.0,1,-3,-3,-13,-13
CCCCNC(=O)C(NC(=O)Cc1cc(C(F)(F)F)cc(C(F)(F)F)c1)C(=O)c1ccccc1 (configuration not stated),1,0.7,0.1,-9,.,-7,2,-17
Cn1nc(C(F)(F)F)c(-c2ccc(Br)cc2)c1NC(=O)CSCC(=O)O,58*,-0.5,0.1,-7,-6,0,4,4
COc1ccc2c3c([nH]c2c1)[C@H](CO)N(S(=O)(=O)c1ccc(C)cc1)CC31CN(C(=O)Cc2cccnc2)C1,27*,-0.7,0.4,6,.,1,.,6
CCN(C[C@H]1[C@H](c2ccccc2)[C@@H](CO)N1C(C)=O)C(=O)c1cccc(F)c1,18,0.0,0.2,2,-2,-1,-4,-4
COc1ccc(-n2c(SCC(=O)Nc3ccccc3OC)nc(O)c(Cc3ccccc3)c2=O)cc1,-7,-0.7,0.1,-11,4,-1,4,.
CC(Sc1nc2cc(Cl)ccc2s1)C(=O)Nc1ccc2c(c1)OCO2 (configuration not stated),.,.,0.2,-19,-9,.,-42,.
c1ccc(-c2c[n+]3c(n2-c2ccccc2)CCC3)cc1,-2,-2.3,0.0,15,-2,-2,10,20
O=C(CNC(=O)c1ccccc1F)OCn1nnc2ccccc2c1=O,8,-1.4,0.0,8,-3,2,-2,-2
CC1=NN(C(=O)c2c(Br)c(C)nn2C)C(O)(C(F)(F)F)C1 (configuration not stated),?,.,0.0,.,-4,-1,-7,3
Fc1cccc(CSc2ncnc3c2ncn3C2CCCCO2)c1 (configuration not stated),-1,1.8,0.0,-34,-5,2,-297,-101
O=C(C1CCOCC1)N1CC[C@H]2[C@H](CO)Nc3ccc(-c4ccc(F)cc4)cc3[C@H]21,3,-1.0,-0.1,9,11,3,-5,-7
